ADAM10 inh: human ADAM10 inhibitors, primary screen, biochemical, QFRET, HTS; recombinant ADAM10, EDANS/DABCYL FRET peptide cleavage, 3 h; inhibition, % at 7 µM; hit rate 0.62% among 370,000;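 active = inhibition above a per-campaign cutoff equal to the mean of compounds falling between control-based bounds plus 3 SD, cut at about 20% in these data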;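 note: 0% = DMSO wells while the 100% control is not disclosed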
hgDAF-12 ag: H. glycines DAF-12 receptor agonists, primary screen, cell-based, luminescence, HEK293, GAL4 fusion, UAS-luciferase | Nuclear hormone receptor DAF-12 (Heterodera glycines), GAL4 fusion | HEK293 GAL4-hgDAF12 UAS-luciferase reporter, agonist luminescence; normalized to butyrate control | activation, % at 6.8 µM | hit rate 1.8% among 370,000 | AID 687014, 2013;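 active = activation above a cutoff set at the mean of all screened compounds plus 3 SD, cut at about 10% in these data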;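 note: 0% = DMSO wells and 100% = sodium butyrate wells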
DAX1 inh-1: DAX1 (NR0B1) inhibitors on StAR promoter, primary screen, cell-based, luminescence, SF-1 (NR5A1), full-length DAX-1. HEK293T StAR-luciferase reporter, SF-1/DAX-1 repression relief. inhibition, % at 6.8 µM. hit rate 1.1% among 370,000. AID 652010, 2013;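 active = inhibition above the mean over all tested compounds plus 3 SD, cut at about 3.6% in these data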;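 note: 0% = DAX-1 cells with DMSO and 100% = cells lacking DAX-1 with DMSO; higher inhibition means more luminescence from relief of DAX-1 repression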
HGIII-sPLA2 inh: human group III sPLA2 inhibitors, primary screen, biochemical, QFRET, BODIPY PC-A2 liposome substrate; Group 3 secretory phospholipase A2 (Homo sapiens), Q9NZ20; QFRET BODIPY PC-A2 liposome hydrolysis, fluorescence; inhibition, % at 12.2 µM; hit rate 0.56% among 370,000; AID 743126, 2013;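 active = inhibition above mean plus 3 SD of compounds lying within the high and low control bounds, cut at about 19% in these data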;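 note: 0% = median of test compound wells and 100% = no enzyme DMSO wells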
ssDAF-12 act: S. stercoralis DAF-12 nuclear receptor activators, primary screen, cell-based, luminescence, HEK293, GRIP1 co-expression, lit1-tk-luc | Nuclear hormone receptor DAF-12 (Strongyloides stercoralis) | HEK293 ssDAF-12/GRIP1 lit1-tk-luc reporter; % of 3 µM dafachronic acid response | activation, % at 6.8 µM | hit rate 1% among 370,000;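 active = activation above the mean over all tested compounds plus 3 SD, cut at about 0.9% in these data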;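 note: 0% = DMSO-only wells and 100% = 3 µM delta7-dafachronic acid wells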
SMARCA2 activ: SMARCA2 (BRM) function activators, primary screen, cell-based, luminescence, high throughput. MG213 cells, MMTV-luciferase reporter, dexamethasone, overnight. AID 652017, 2013. hit rate 1% among 370,000. activation, % at 9.1 µM; in the data active = activation above about 7.8%;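 note: 0% = vehicle wells and 100% = reference activator wells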
GC-B act: human GC-B receptor activators, primary screen, HEK293 GC-B cells, cGMP TR-FRET, EC30 CNP | hit rate 0.11% among 370,000 | activation, % at 10 µM | 0% at EC30 CNP, 100% saturating CNP | Atrial natriuretic peptide receptor 2 (Homo sapiens), P20594;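 active = activation at 10 µM reaching about 35% in either raw or pattern-adjusted values, limit read from the data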
Target sequence (P20594 whole entry, looked up): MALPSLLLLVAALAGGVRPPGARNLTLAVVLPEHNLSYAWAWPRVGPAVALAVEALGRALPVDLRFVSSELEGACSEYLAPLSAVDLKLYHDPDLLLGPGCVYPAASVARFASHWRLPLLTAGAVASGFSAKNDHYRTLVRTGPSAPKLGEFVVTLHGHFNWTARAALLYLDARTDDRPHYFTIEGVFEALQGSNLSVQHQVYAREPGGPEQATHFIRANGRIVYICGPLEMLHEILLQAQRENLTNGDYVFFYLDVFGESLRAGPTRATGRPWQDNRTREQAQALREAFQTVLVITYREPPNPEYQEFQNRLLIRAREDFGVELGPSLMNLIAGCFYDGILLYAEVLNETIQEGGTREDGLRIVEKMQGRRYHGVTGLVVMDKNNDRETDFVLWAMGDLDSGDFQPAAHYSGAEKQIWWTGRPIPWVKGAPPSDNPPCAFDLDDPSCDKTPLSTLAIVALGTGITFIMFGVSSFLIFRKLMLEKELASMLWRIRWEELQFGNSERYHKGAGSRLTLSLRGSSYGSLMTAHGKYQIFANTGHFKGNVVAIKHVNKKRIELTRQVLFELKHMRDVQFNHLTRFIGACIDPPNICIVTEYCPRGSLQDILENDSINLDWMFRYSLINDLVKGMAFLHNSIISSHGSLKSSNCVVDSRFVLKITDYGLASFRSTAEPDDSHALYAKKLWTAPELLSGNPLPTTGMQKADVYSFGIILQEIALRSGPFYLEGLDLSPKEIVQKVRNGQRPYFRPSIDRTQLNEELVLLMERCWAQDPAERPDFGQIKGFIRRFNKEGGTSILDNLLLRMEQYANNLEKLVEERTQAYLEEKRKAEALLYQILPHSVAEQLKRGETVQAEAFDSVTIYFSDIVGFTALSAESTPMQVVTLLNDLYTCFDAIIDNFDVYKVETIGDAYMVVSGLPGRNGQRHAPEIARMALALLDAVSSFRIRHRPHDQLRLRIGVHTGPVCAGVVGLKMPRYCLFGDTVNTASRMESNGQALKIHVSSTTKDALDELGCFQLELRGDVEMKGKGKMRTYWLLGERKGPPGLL
GAA850 FXN act: FXN promoter activators, primary screen, cell-based, luciferase luminescence, HEK293 lucGAA850 | HEK293 lucGAA850 FXN promoter luciferase reporter, 24 h; percent of 10 µM SAHA response | activation, % at 6 µM | hit rate 0.56% among 360,000;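 active = activation above the average of all compounds screened plus 3 SD, cutoff fixed separately per campaign, cut at about 7.5% in these data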;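 note: 0% = DMSO wells and 100% = 10 µM SAHA wells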
DAX1 inh-2: DAX1 (NR0B1) inhibitors, primary screen, cell-based, HEK293, Gal4-DAX1, luciferase luminescence | inhibition, % at 6.75 µM | hit rate 0.99% among 340,000 | HEK293 Gal4-DAX1 luciferase reporter | AID 504766, 2011;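 active = inhibition above the mean over all tested compounds plus 3 SD, cut at about 4.2% in these data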;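 note: 0% = DAX1-transfected cells with DMSO and 100% = empty-vector control cells with DMSO; inhibition shows as a rise in luminescence from relieved DAX1 repression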
hcDAF12 agonist: H. contortus DAF-12 nuclear receptor activators, primary screen, cell-based, luminescence, HEK293, lit1-tk-luc reporter. HEK293 hcDAF-12 lit1-tk-luc reporter; 0% DMSO, 100% Δ7-dafachronic acid. hit rate 1.4% among 370,000. activation, % at 6.8 µM;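 active = activation above the mean of all tested compounds plus 3 SD, cut at about 5.5% in these data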;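 note: 100% = response to 3 µM Δ7-dafachronic acid high control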
GC-A act: GC-A stimulated cGMP production enhancers – HEK293 GC-A cells, cGMP TR-FRET, EC30 ANP, primary screen; 0% at EC30 ANP, 100% saturating ANP; activation, % at 10 µM; hit rate 0.14% among 370,000; AID 1671463, 2021; in the data active = activation above about 40%
The depositor's hits bear a star; . = no result given.

SMILES	ADAM10 inh	hgDAF-12 ag	DAX1 inh-1	HGIII-sPLA2 inh	ssDAF-12 act	SMARCA2 activ	GC-B act	GAA850 FXN act	DAX1 inh-2	hcDAF12 agonist	GC-A act
COc1ccc(S(=O)(=O)Cc2ccc(C(=O)O)o2)cc1	0	-0.2	-0.6	6	-1.2	-1	0	0.8	0.9	-0.9	6
Cc1nc2ccn(Cc3ccccc3)c(=O)c2cc1C(=O)N1CCN(c2ccc(F)cc2)CC1	-24	-1.0	-0.7	4	-1.1	-6	1	-1.0	-0.4	-3.5	0
COc1ccc(Cl)cc1NC(=O)C(C)OC(=O)Cn1cc(C(F)(F)F)ccc1=O (stereo not given)	-7	-0.7	0.1	4	-1.2	-4	-5	2.0	0.0	-0.7	-3
CCc1nnc(NS(=O)(=O)c2ccc(N3C(=O)c4ccccc4C3=O)cc2)s1	9	-0.6	-0.4	1	-0.4	11*	-2	0.9	2.2	1.1	0
C=CCN(CC=C)C(=O)C(=O)c1cc(C)n(-c2ccc([N+](=O)[O-])cc2)c1C	11	-3.6	-1.1	-1	-2.2	-2	2	-2.3	0.7	-2.1	0
CC(C)N(C(=O)CSc1nnc(CN2CCCCCC2=O)n1-c1ccccn1)C(C)C	0	-1.7	0.1	3	-0.3	-1	4	-1.2	-0.7	-0.9	2
Cc1ccc(N2CC(C(=O)OCC(=O)c3c(N)n(CC(C)C)c(=O)n(C)c3=O)CC2=O)cc1 (stereo not given)	0	-0.1	-1.2	2	-1.2	0	-6	-1.1	-1.0	0.3	-6
COc1cc(NC(=O)CN2CCCCC2)c(C)cc1[N+](=O)[O-]	-10	1.7	0.6	2	-1.1	8	1	2.3	0.7	1.3	6
CC(=O)C1=C(C)OC(N)=C(C#N)C1c1cc([N+](=O)[O-])ccc1Cl (stereo not given)	2	-3.7	-0.4	-5	-1.6	-2	-1	3.0	1.9	-1.7	0
CC(=O)O/N=C(\N)c1cnn2c(C(F)(F)F)cc(C(F)(F)F)nc12	7	1.9	0.0	5	-1.2	2	-2	-0.2	-1.2	-2.0	2
COc1ccc(Cl)cc1C(=O)OCC(=O)NCc1cccs1	-14	-0.8	-0.3	9	-0.9	1	-4	0.1	-0.5	-0.4	-1
CCCCn1c(/C=C/c2ccco2)nc2ccccc21	-51	-0.7	-0.5	-3	-0.7	-2	2	0.4	0.5	0.3	1
CC(=O)Nc1ccc(C(C#N)=Cc2ccc(N(C)CCC#N)cc2)cc1	1	-0.4	-3.4	-14	-1.4	-8	-8	0.2	-0.2	-4.7	-7
Cc1[nH]c2ccccc2c1CC(=O)Nc1ccc(Nc2cccnc2)c(-c2ccc(OC(F)(F)F)cc2)c1	-8	1.0	-0.8	-7	0.0	-4	-1	.	.	1.6	-3
Cc1nc(SCc2ccc(F)cc2)c2oc3ccccc3c2n1	4	0.1	-0.5	-1	-2.1	-4	1	0.8	2.5	-1.7	-3
O=C1N=C(N2C=CC(=C3C=CNC=C3)C=C2)/C(=C/N=NC(=O)c2ccccc2)S1	9	3.7	0.0	17	-0.6	-3	-4	0.3	-0.9	0.7	-15
O=C(COc1ccccc1)c1cn(CC(=O)N2CCOCC2)c2ccccc12	5	1.4	0.4	-9	-1.0	0	-1	0.5	-1.4	0.3	2
N/C(=N\OCc1ccc([N+](=O)[O-])cc1)c1ccncc1	-11	9.4	0.1	8	-0.7	-2	8	5.6	-0.2	0.6	-5
O=C1CCC(=O)N1CCSC(=S)N1CCSCC1	2	-1.0	-0.2	-5	-1.4	0	3	2.8	0.1	0.0	7
CC(=O)Nc1ccc(N2CCCC2)cc1	-14	0.6	-0.3	0	-1.5	3	-1	2.8	0.1	-1.5	-4
Cc1c(NC(=O)CN2c3ccccc3CC2C)c(=O)n(-c2ccccc2)n1C (stereo not given)	-14	0.7	-0.3	9	-1.4	-3	1	-0.8	-0.3	-0.2	-5
COc1cc(OC)c(NC(=O)/C=C/C(=O)O)cc1Cl	2	0.0	-0.4	5	-0.9	-2	-1	-1.2	.	1.0	1
C/C(Cn1cnc([N+](=O)[O-])n1)=N\NC(=O)c1ccncc1	-1	0.2	0.6	0	-0.7	2	0	-0.4	2.2	-1.0	3
CN(C(=O)c1ccc([N+](=O)[O-])cc1)c1ccccc1C(=O)NCc1ccccc1	-2	-2.8	-0.9	9	-0.8	0	3	1.6	0.6	-1.6	1
Cc1[nH]c2ccccc2c1C(Nc1nccs1)c1ccncc1 (stereo not given)	-1	1.1	0.3	-4	-0.7	2	-3	0.3	0.7	0.5	3
Further entries.
SMILES	ADAM10 inh	hgDAF-12 ag	DAX1 inh-1	HGIII-sPLA2 inh	ssDAF-12 act	SMARCA2 activ	GC-B act	GAA850 FXN act	DAX1 inh-2	hcDAF12 agonist	GC-A act
O=S(=O)(Nc1cc(C(F)(F)F)ccc1N1CCOCC1)c1ccccc1	-5	-2.1	0.4	-2	-2.1	2	-7	1.6	2.8	0.5	-4
CCCCN(CCCC)C(=O)C[n+]1cccc(/C=N/O)c1	-4	-2.8	0.0	-7	-0.8	0	5	1.1	0.6	0.6	1
O=C(NCC(=O)N(Cc1ccco1)C(C(=O)NC1CCCCC1)c1ccncc1)c1cccs1 (stereo not given)	-3	-2.1	0.1	0	-1.2	6	-4	-0.3	-2.1	-1.8	-4
COc1cc(C(=O)N2CCC(NC(=O)C(Cc3ccccc3)NC(C)=O)CC2)cc(OC)c1OC (stereo not given)	1	-0.6	-0.1	-1	-1.4	-1	7	3.0	-1.3	-0.1	1
Cc1ccc2nc(NC(=O)c3ccc(OCC4CCCO4)cc3)sc2c1 (stereo not given)	-18	7.7	-0.1	-1	-1.5	0	-2	0.7	-3.6	1.4	9
OCCC1CN(Cc2ccon2)CCN1Cc1ccccc1 (stereo not given)	-4	-0.2	0.1	4	-0.4	-4	0	0.1	0.5	0.5	3
CCOC(=O)c1cc2occc2n1CC(=O)NC1CCCCC1C (stereo not given)	0	-2.0	0.1	-5	-1.4	-2	2	0.6	-0.6	-1.4	-10
COc1cccc(C(=O)Nc2nc(-c3ccc(S(=O)(=O)N4CCOCC4)cc3)cs2)c1	4	-5.3	-4.3	-5	-1.9	-1	5	-6.2	-3.7	-5.0	1
c1ccc(-c2cc(-c3ccccc3)ncn2)cc1	-3	4.8	-0.1	15	-1.2	-1	-6	1.3	2.3	-0.8	-7
COc1ccc(C(=O)NCCn2ccc3ccccc32)cc1	2	-0.6	-0.2	-6	-0.7	2	4	0.3	2.0	-0.5	4
Cc1ccc(NC(=O)c2ccc(NC(=O)c3ccccc3)cc2)cc1C	-16	-0.3	0.1	1	-0.7	-2	0	-0.6	-0.2	-4.6	-1
Cc1ccc(/C=N/NC(=O)CSc2ccccn2)o1	1	1.3	0.4	0	-0.7	0	1	-2.2	3.5	-1.5	2
CCOC(=O)N1CCN(S(=O)(=O)c2ccc(C(=O)N(CCCN(C)C)c3nc4cc(OC)ccc4s3)cc2)CC1	-2	1.9	3.2	-31	-1.1	-2	-5	0.7	-0.1	1.7	-4
C=CCSc1nnc(NC(=O)CSc2ccccn2)s1	3	1.6	0.3	-3	-0.5	3	3	.	.	-0.1	1
COc1ccccc1C(=O)COC(=O)c1cccc(-n2cnnn2)c1	-13	1.3	-0.1	-7	-0.6	3	5	1.2	0.9	0.3	-1
O=C(Nc1ccccc1)c1sc(N2CCOCC2)nc1-c1ccccc1	-6	-1.9	-1.0	5	-1.1	-4	0	1.9	-1.2	-1.7	-3
CCn1c2ccccc2c2cc(CN3CCN(C(=O)c4ccco4)CC3)ccc21	2	-3.2	-0.5	-4	-1.1	-1	-1	-1.6	0.5	-1.2	-8
O=C(CCC(=O)c1ccc(F)cc1)NCC1(N2CCCCC2)CCCCC1	-13	2.9	1.6	-5	-1.4	0	1	1.1	0.2	0.3	5
CCN(CC)c1ccc(/C=N/NC(=O)c2c(Cl)c(C)nn2C)cc1	-5	1.8	-0.7	-3	-1.3	1	1	2.4	-1.3	-1.1	-2
Brc1ccc2ncnc(Nc3cccc4ccccc34)c2c1	9	-0.3	-0.3	7	-0.8	-4	7	-3.9	-0.6	3.2	8
O=C(Oc1ccc(C(=S)N2CCOCC2)cc1Br)c1cc(Cl)ccc1Cl	-5	-2.1	0.5	-3	-1.1	-1	0	1.2	1.7	-1.1	0
Cc1ccc(NC(=O)c2ccc(OC(F)F)cc2)cc1S(=O)(=O)N(C)C	9	-0.4	-1.4	-11	-1.2	1	-2	1.1	-2.4	-4.0	0
CCN1C(=O)[C@@H]2[C@@H](c3ccc(-c4ccc(OC)cc4)c(OC)c3)N3CCCC[C@@]3(C(=O)OC)[C@@H]2C1=O	2	0.0	0.6	-2	-1.0	0	3	0.0	-1.1	-0.4	0
Cc1ccc(C2(C)NC(=O)N(CC(=O)Nc3cc(S(=O)(=O)N4CCOCC4)ccc3OC(C)C)C2=O)cc1 (stereo not given)	5	-1.0	-1.7	-10	-0.7	3	7	0.6	0.4	-0.4	-4
CC(c1ccc(F)cc1)n1c(-c2ccc3ccccc3n2)n[nH]c1=S (stereo not given)	13	0.5	-0.2	-7	-1.2	-1	-2	3.3	0.1	-1.7	-1
OC(COC(c1ccc(F)cc1)c1ccc(F)cc1)CN1CCCC(C(F)(F)F)C1 (stereo not given)	2	1.1	0.4	1	-0.6	-1	3	1.1	0.3	0.3	5
Cc1ccc(NCC(=O)N/N=C/c2cc(O)ccc2[N+](=O)[O-])cc1	-9	0.9	0.6	3	-1.0	-3	-2	-1.6	.	0.0	-1
CCCC1NC(=O)c2cc3ccccc3cc2-n2c1nc1cc(F)ccc1c2=O (stereo not given)	-3	-1.1	-1.4	-4	-1.4	5	4	-6.6	0.7	-1.9	-3
Cc1ccc(N2CCN(C3C(=O)Nc4ccccc4-n4nnnc43)CC2)cc1 (stereo not given)	-10	2.1	-1.6	-12	0.1	1	0	.	.	0.0	0
CCOC(=O)C1=C(CSc2nc3c(cc2C#N)CN(C)CC3)OC(N)=C(C#N)C1c1ccc(Cl)cc1 (stereo not given)	-44	1.5	-0.7	-24	-0.8	1	-1	-0.5	0.1	-1.0	-5

Assay outcomes (PubChem BioAssay)
